CRFR2-BP antag: antagonists of CRF-BP/CRF-R2 complex, primary screen, cell-based, HEK293, calcium dye fluorescence, uHTS; CRF-induced calcium fluorescence; inhibition, % at 11.8 µM; 0.59% of 350,000 active; AID 588475, 2011;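 active = inhibition of the ligand-induced calcium signal above about 50% at the single tested concentration, limit read from the data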
TAAR1 agonist: human TAAR1 agonists, primary screen, Fluo-8 calcium fluorescence, CHO RD-HGA16 cells | Trace amine-associated receptor 1 (Homo sapiens), Q96RJ0 | vehicle wells 0%, saturating PEA agonist 100% | activation, % at 3 µM | 0.99% of 360,000 active;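 active = activation above the mean activation of all test compounds in the run plus 3 SD, cut at about 38% in these data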
Target sequence (Q96RJ0 whole entry, looked up): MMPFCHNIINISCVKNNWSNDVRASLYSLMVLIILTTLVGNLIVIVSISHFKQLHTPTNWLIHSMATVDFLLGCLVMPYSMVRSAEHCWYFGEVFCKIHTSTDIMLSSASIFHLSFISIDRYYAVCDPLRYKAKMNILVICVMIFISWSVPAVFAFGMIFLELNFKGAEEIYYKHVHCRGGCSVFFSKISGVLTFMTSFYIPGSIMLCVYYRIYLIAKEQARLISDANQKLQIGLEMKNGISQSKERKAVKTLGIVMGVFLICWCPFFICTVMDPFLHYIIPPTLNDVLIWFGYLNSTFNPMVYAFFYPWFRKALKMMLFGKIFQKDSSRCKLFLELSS
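Assay system: CHO-derived RD-HGA16 cells with stable Gα16 and human TAAR1; timing: 17-24 h seeding, 75 min 37 °C dye, 30 min RT; read-out: % activation from peak over basal fluorescence ratio, DMSO-to-PEA scaled; measured by: kinetic Fluo-8 calcium fluorescence; benchmarks: low control DMSO, high control PEA (EC100); doses: 3 µM single concentration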
CRFBP-R2 agonist: agonists of CRF-BP/CRF-R2 complex, primary screen, cell-based, HEK293, calcium dye fluorescence, uHTS | CRF-binding protein / CRF receptor 2 complex (human) | calcium dye fluorescence (FLIPR); percent of saturating CRF peptide response | activation, % at 13.2 µM | 0.46% of 350,000 active;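 active = activation of at least 50%, plus an integration ratio under a set limit after plate pattern correction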;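 also: plate controls were neutral control wells without compound for no effect and CRF at EC100 for full effect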
CHRM5 antagonist: human M5 muscarinic receptor antagonists, primary screen, CHO cells, Fluo-8 calcium fluorescence | 0.59% of 360,000 active | AID 624040, 2012 | Muscarinic acetylcholine receptor M5 (Homo sapiens), P08912 | inhibition, % at 3 µM | CHO-hM5 cells, ACh EC80;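 active = inhibition above a per-plate cutoff, the mean of that plate's test compounds plus 3 SD, cut at about 27% in these data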;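 also: 0% = acetylcholine EC80 with DMSO and 100% = DMSO without agonist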
Target sequence (P08912 whole entry, looked up): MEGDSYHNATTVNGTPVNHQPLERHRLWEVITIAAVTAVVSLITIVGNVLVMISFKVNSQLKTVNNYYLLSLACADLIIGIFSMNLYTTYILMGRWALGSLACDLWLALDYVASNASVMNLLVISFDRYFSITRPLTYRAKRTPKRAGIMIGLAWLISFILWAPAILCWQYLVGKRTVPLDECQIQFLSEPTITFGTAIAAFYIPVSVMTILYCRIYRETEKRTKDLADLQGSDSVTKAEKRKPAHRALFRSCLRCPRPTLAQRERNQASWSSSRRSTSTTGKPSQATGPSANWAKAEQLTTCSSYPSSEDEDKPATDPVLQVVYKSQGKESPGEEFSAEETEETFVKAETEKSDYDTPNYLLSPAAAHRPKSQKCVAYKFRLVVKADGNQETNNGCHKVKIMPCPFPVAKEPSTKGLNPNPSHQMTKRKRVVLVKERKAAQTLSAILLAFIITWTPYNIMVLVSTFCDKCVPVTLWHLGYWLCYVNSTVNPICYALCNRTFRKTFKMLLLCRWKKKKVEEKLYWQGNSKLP
M1 PAM parental: nonselective calcium activators in parental CHO-K1 cells, primary screen, counter-screen for M1 PAM project, cell-based, Fluo-8 calcium fluorescence, full deck, 1536-well | ATP EC20; 0% at ATP EC20, 100% at ATP max | activation, % at 3 µM | 0.02% of 360,000 active | AID 602247, 2012;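 active = activation above the run cutoff, the mean activation of all test compounds plus 3 SD, cut at about 40% in these data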;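 also: peak over basal fluorescence ratio in a 140 s read after ATP addition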
M4 PAM: human M4 muscarinic receptor positive allosteric modulators, primary screen, CHO-K1 cells, Fluo-8 calcium fluorescence; activation, % at 3 µM; CHO-K1 hM4/Gqi5, ACh EC20; 0% = ACh EC20, 100% = maximal ACh; AID 624126, 2012; 0.4% of 360,000 active; Muscarinic acetylcholine receptor M4 (Homo sapiens), P08173;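 active = activation above its plate's cutoff, the mean activation of sample wells plus 3 SD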; also: some results filed as inactive read as strong as hits
CHRM5 PAM: human M5 muscarinic receptor positive allosteric modulators, primary screen, CHO-K1 cells, Fluo-8 calcium fluorescence | Muscarinic acetylcholine receptor M5 (Homo sapiens), P08912 | CHO-K1 hM5, ACh EC20 PAM; 0% = ACh EC20, 100% = ACh EC100 | activation, % at 3 µM | 0.3% of 360,000 active | AID 624038, 2012;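 active = activation above the run cutoff, the mean activation of all test compounds plus 3 SD, cut at about 18% in these data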
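System – CHO-K1 hM5 cells · Compound – 3 µM, single dose · Incubation – compound preincubation 140 s before EC20 acetylcholine addition · Technique – Fluo-8 calcium fluorescence · Measure – Max/basal fluorescence ratio as % of EC20–EC100 ACh window · Benchmarks – low control EC20 acetylcholine (0%), high control EC100 acetylcholine (100%) · Replication – singlicate, one well per test compound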
TAAR1 antag: human TAAR1 antagonists, primary screen, Fluo-8 calcium fluorescence, CHO RD-HGA16 cells; antagonist; inhibition, % at 3 µM; 1.5% of 360,000 active;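 active = inhibition above a per-plate cutoff, the mean inhibition of test compounds on that plate plus 3 SD, cut at about 49% in these data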;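 also: 0% = DMSO plus EC80 beta-PEA response and 100% = DMSO alone without agonist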
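Material: RD-HGA16 CHO cells with stable hTAAR1 and Gα16; Dosing: single nominal final test compound concentration of 3 µM; Schedule: seeding 17-24 h prior, 75-min 37 °C, 30-min RT dye loading; Detection: kinetic Fluo-8 calcium fluorescence measurement; Measure: % inhibition from peak post-agonist over basal fluorescence ratio; Benchmarks: vehicle and agonist controls.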
CHRM5 agonist: human M5 muscarinic receptor agonists, primary screen, CHO-K1 cells, Fluo-8 calcium fluorescence; AID 624037, 2012; Muscarinic acetylcholine receptor M5 (Homo sapiens), P08912; 0.19% of 360,000 active; CHO-K1 hM5 cells; 0% DMSO wells, 100% maximal acetylcholine response; activation, % at 3 µM;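 active = activation above the run's mean over test compounds plus 3 SD, cut at about 23% in these data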;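 also: signal is peak over basal fluorescence ratio across the kinetic read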
* hit, by the source's call; i = inactive; nt = no result given.

item	mol	CRFR2-BP antag	TAAR1 agonist	CRFBP-R2 agonist	CHRM5 antagonist	M1 PAM parental
1	CCc1nc2ccc(C(=O)N3CCCC(C(N)=O)C3)cn2c1N(CCC(C)C)CCN(C)C (stereo not drawn)	nt	5	nt	15	15
2	CN(C)C(=O)NC(Nc1ccc(Cl)cc1Cl)C(Cl)(Cl)Cl (stereo not drawn)	-25	18	3.3	2	14
3	CCOC(=O)N1CCC(NC(=O)CSCc2cnn(-c3ccccc3)c2-n2cccc2)CC1	17	7	-2.6	4	-6
4	O=C(CCC(=O)N(CC(=O)NC1CCCCC1)Cc1cccs1)Nc1nccs1	-3	1	-3.4	-5	3
5	CC(C)CCC1(C)NC(=O)N(CC(=O)Nc2ccc3c(c2)OCCO3)C1=O (stereo not drawn)	6	7	0.2	5	-16
6	N#C/C(=C/c1ccc(-c2cccc([N+](=O)[O-])c2)o1)C(=O)Nc1nc(-c2cccs2)cs1	9	2	5.6	7	21
7	COc1cccc(-n2c(=O)[nH]cc(C(=O)Nc3ccc4c(c3)OCCO4)c2=O)c1	15	2	2.3	0	10
8	COc1cc2ccnc(C=O)c2cc1OC	-25	nt	5.8	9	8
9	O=S(=O)(NCCCc1ccccc1)c1cccc2nsnc12	16	4	-6.2	4	29
10	CC1(C)C(=O)OC(c2c3ccccc3cc3ccccc23)C(C)(C)C1=O (stereo not drawn)	-12	2	1.5	7	0
11	COc1ccccc1N1CCN(c2nc(C)cc(=O)[nH]2)CC1	-8	0	-0.6	1	18
12	COc1cc(OC)c(NC2=CC(=O)C(=O)c3ccccc32)cc1Cl	26	0	-6.7	16	-1
13	O=C(O)Cn1c(P(=O)(O)c2ccccc2)nc2ccccc21	1	2	-0.9	-1	11
14	COc1ccc(S(=O)(=O)N2CCC(C(=O)N3CCCCC3)CC2)cc1OC	31	12	-4.1	3	26
15	CN=c1scc(C)n1/N=C/c1ccc2c(c1)OCO2	-11	4	0.9	4	-3

item	M4 PAM	CHRM5 PAM	TAAR1 antag	CHRM5 agonist
1	2	-5	-38	-2
2	-7	-3	-12	-6
3	-4	-11	11	0
4	19	12	-7	4
5	-6	-3	3	0
6	0	-4	20	5
7	2	-6	5	0
8	-3	-6	nt	0
9	13	5	-3	-6
10	-16	-7	-41	-1
11	2	2	-4	-2
12	0	-2	-19	-2
13	0	-1	-12	-3
14	-1	-4	1	1
15	-5	-3	-3	-3

Next part.
item	mol	CRFR2-BP antag	TAAR1 agonist	CRFBP-R2 agonist	CHRM5 antagonist	M1 PAM parental
16	COC(=O)c1ccc(/C=C2\SC(=S)N(CCCC(=O)NCCCN3CCOCC3)C2=O)cc1	-11	0	2.6	1	-5
17	COC(=O)[C@@H]1ON2OCC(C)=C3CCCC[C@@]32[C@H]1C(=O)OC	nt	1	nt	-11	nt
18	CCc1cccc(C)c1NC(=O)c1cc(=O)[nH]c2ccc(S(=O)(=O)N3CCOCC3)cc12	-7	4	2.6	8	-3
19	COc1cccc(NC(=O)C(=O)c2cn(CC(=O)N3CCOCC3)c3ccccc23)c1	7	10	-0.4	-1	-2
20	COc1cc(OC)cc(C(=O)OCC(=O)NCc2ccc3c(c2)OCO3)c1	-12	7	1.8	-5	-13
21	CC1=C/C(=N\NC(=S)Nc2cccnc2)CC(C)(C)C1	-15	1	-3.9	9	-8
22	O=C(/C(=C(\[O-])c1ccccc1)[n+]1ccc2ccccc2c1)c1ccc(Cl)cc1	4	5	-0.6	2	16
23	COc1cccc(C(=O)OC2CCN(C)CC2)c1	-13	4	-1.3	3	-14
24	COCCN(C(=O)COC(=O)c1ccc(Cl)nc1)c1c(N)n(Cc2ccccc2)c(=O)[nH]c1=O	-6	0	2.2	-4	9
25	O=C(N/N=C/c1ccc(-c2cccc(C(F)(F)F)c2)o1)c1ccccc1O	18	3	3.7	3	20
26	O=C(NCc1ccccn1)c1ccccc1OCc1ccc(Cl)cc1Cl	-10	2	-0.1	13	16
27	COc1cccc(NC(=O)CN(C)C(=O)c2cc(-c3ccc(F)cc3)nc3ccccc23)c1	-16	6	-1.0	26	1
28	O=C(O)COc1ccc(NC(=O)C(c2ccccc2)c2ccccc2)cc1	-1	-1	0.5	6	15
29	Cc1csc(N(C(=O)c2cccc(S(=O)(=O)N(C)C)c2)c2ccccc2)n1	10	3	-0.5	11	-8
30	COc1cccc(C(NC(C)=O)c2nc(-c3cccc(C(F)(F)F)c3)cs2)c1 (stereo not drawn)	nt	0	nt	3	-4

item	M4 PAM	CHRM5 PAM	TAAR1 antag	CHRM5 agonist
16	-4	-6	-3	-1
17	20	9	-8	3
18	8	4	13	1
19	-2	0	5	0
20	-2	2	1	-1
21	-4	1	5	7
22	-26	-12	15	2
23	-3	5	8	-6
24	5	5	-15	-2
25	4	2	-10	1
26	5	-17	17	-2
27	-12	-24	75*	0
28	4	2	-9	-2
29	-5	-21	28	6
30	3	-1	-7	-1

More results follow.
item	mol	CRFR2-BP antag	TAAR1 agonist	CRFBP-R2 agonist	CHRM5 antagonist	M1 PAM parental
31	CCOC(=O)c1c(C)[nH]c(C)c1C(=O)CN1C(=O)NC2(CCCCCC2)C1=O	-1	0	0.8	-2	5
32	O=S(=O)(c1ccc(Cl)cc1)n1c(Cc2ccccc2)nc2ccccc21	-21	4	0.5	-3	15
33	Cn1c(N)c(C(=O)COC(=O)c2cc(-c3ccco3)nc3ccccc23)c(=O)n(C)c1=O	-2	2	2.7	3	-2
34	CC(C)(C)OC(=O)N/N=C/c1cccc([N+](=O)[O-])c1	-11	0	-0.2	11	-17
35	CCCCCCCCCCCCS[C@H]1CS(=O)(=O)C[C@@H]1O	-3	1	6.4	7	14
36	COc1ccc(-c2csc(NC(=O)CS(=O)(=O)c3ccccc3)n2)cc1OC	-22	12	0.6	6	1
37	Fc1cccc(Nc2nc(Cl)nc(Cl)n2)c1	23	34	-1.0	-5	17
38	COCCNC(=O)C1CCCN(C(=O)c2cc(-c3ccccc3)cs2)CC1 (stereo not drawn)	nt	2	nt	1	16
39	CCOC(=O)C1=C(C)N=c2s/c(=C\c3ccc(O)c([N+](=O)[O-])c3)c(=O)n2C1c1ccccc1OC (stereo not drawn)	30	-1	-1.5	-7	15
40	CCOC(=O)Cc1nnc(-c2ccccc2)o1	-9	-1	-3.2	-4	8
41	CCCCc1nc2ccc(S(=O)(=O)O)cc2[nH]1	6	6	0.0	1	13
42	CC1CCCCC1NC(=O)c1ccc(-n2cncn2)c([N+](=O)[O-])c1 (stereo not drawn)	8	1	-1.2	5	-8
43	O=C1CSC(c2cccc([N+](=O)[O-])c2)N1c1c(F)cccc1F (stereo not drawn)	1	1	-2.5	8	15
44	COc1cc(NC(=O)C2CC(c3cccc(OC)c3OC)=NO2)cc(OC)c1OC (stereo not drawn)	16	7	-1.1	5	3
45	Cc1nn(CCC(=O)NNC(=S)NCC(C)C)c(C)c1Br	-1	2	-0.1	3	16

item	M4 PAM	CHRM5 PAM	TAAR1 antag	CHRM5 agonist
31	4	-1	2	-3
32	-6	1	-12	0
33	-4	-2	5	6
34	8	-3	6	0
35	9	-4	-22	-6
36	1	-3	25	5
37	-6	-4	-15	3
38	1	-1	1	-1
39	2	6	28	3
40	6	3	-4	0
41	-10	5	-5	2
42	0	1	-8	-3
43	2	6	-4	-7
44	-1	-9	14	7
45	-4	3	-6	-2

Arranged by SMILES length (lowest first): part of the list above
item	mol	CRFR2-BP antag	TAAR1 agonist	CRFBP-R2 agonist	CHRM5 antagonist	M1 PAM parental
38	COCCNC(=O)C1CCCN(C(=O)c2cc(-c3ccccc3)cs2)CC1 (stereo not drawn)	nt	2	nt	1	16
32	O=S(=O)(c1ccc(Cl)cc1)n1c(Cc2ccccc2)nc2ccccc21	-21	4	0.5	-3	15
42	CC1CCCCC1NC(=O)c1ccc(-n2cncn2)c([N+](=O)[O-])c1 (stereo not drawn)	8	1	-1.2	5	-8
31	CCOC(=O)c1c(C)[nH]c(C)c1C(=O)CN1C(=O)NC2(CCCCCC2)C1=O	-1	0	0.8	-2	5
39	CCOC(=O)C1=C(C)N=c2s/c(=C\c3ccc(O)c([N+](=O)[O-])c3)c(=O)n2C1c1ccccc1OC (stereo not drawn)	30	-1	-1.5	-7	15

item	M4 PAM	CHRM5 PAM	TAAR1 antag	CHRM5 agonist
38	1	-1	1	-1
32	-6	1	-12	0
42	0	1	-8	-3
31	4	-1	2	-3
39	2	6	28	3

Remaining list, next part:
item	mol	CRFR2-BP antag	TAAR1 agonist	CRFBP-R2 agonist	CHRM5 antagonist	M1 PAM parental
46	CC1=C(C)C(c2ccccc2)NC(=S)N1 (stereo not drawn)	5	2	-2.0	-1	13
47	O=C(O)COCCN1CCN(C(c2ccccc2)c2ccc(Cl)cc2)CC1 (stereo not drawn)	i	3	i	3	15
48	O=C(O)c1cccnc1C(=O)N1CCc2c([nH]c3ccccc23)C1C(F)(F)F (stereo not drawn)	-2	2	-0.1	-2	19
49	O=C(CCN1C(=O)c2ccccc2C1=O)NCc1ccc(F)cc1	5	8	-0.9	-6	15
50	CC1(C)CC(=O)c2ccc(OCc3ccc([N+](=O)[O-])cc3)cc2O1	5	-3	0.4	5	-20
51	O=C(NCc1cccnc1)c1ccc(Br)o1	2	1	-0.6	6	6
52	CSCC[C@H](N)C(=O)N1CCC(C(=O)N[C@@H](Cc2c[nH]c3ccccc23)C(=O)O)CC1	-6	0	0.8	5	-3
53	Cc1cc(NC(=O)CSCC(=O)OCC(=O)c2cccc(Br)c2)no1	2	-1	0.9	17	8

item	M4 PAM	CHRM5 PAM	TAAR1 antag	CHRM5 agonist
46	0	0	-9	-2
47	7	2	12	-4
48	-5	-4	-11	2
49	-1	6	-12	-2
50	-3	6	37	0
51	11	0	-3	0
52	0	6	6	-3
53	1	-5	-23	1

Source: PubChem
